From PubChem BioAssay
TDP1 block: TDP1 (human) enzyme inhibition. recombinant TDP1, AlphaScreen DNA substrate cleavage. Q9NUW8. 350,000 tested, 0.28% active. AID 485290. Potency, µM (highest dose often 130 µM), for the others: top-dose activity change, negative = inhibition, most hits filed as inhibitors; further: nearly all actives have a fitted effect of over 40% in size
Target sequence (Q9NUW8 whole entry, looked up): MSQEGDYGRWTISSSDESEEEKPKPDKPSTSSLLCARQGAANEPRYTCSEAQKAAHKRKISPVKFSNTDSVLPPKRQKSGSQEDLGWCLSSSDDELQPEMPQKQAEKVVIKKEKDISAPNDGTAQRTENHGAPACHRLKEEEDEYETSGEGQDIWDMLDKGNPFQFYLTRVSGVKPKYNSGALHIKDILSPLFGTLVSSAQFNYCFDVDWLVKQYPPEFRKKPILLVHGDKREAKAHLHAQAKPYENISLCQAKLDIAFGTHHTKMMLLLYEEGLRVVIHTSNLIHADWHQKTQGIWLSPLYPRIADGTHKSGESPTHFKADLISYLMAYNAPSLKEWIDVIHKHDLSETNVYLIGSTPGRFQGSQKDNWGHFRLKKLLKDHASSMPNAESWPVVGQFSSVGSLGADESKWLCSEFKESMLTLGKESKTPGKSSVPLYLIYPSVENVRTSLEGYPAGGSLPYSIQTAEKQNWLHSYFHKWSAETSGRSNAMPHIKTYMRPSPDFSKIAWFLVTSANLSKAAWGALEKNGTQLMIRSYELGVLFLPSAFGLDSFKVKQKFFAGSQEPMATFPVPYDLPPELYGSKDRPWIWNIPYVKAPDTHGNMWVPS
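Tdp1 1 nM final; 15 min RT w/ cpd; substrate 15 nM, 5 min; beads 10 ug/ml, 10 min; AlphaScreen read. Neg ctrl: no enzyme.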
FEN1 inh: inhibitors of human flap endonuclease 1; P39748; Recombinant FEN1 flap cleavage, fluorescence, 15 min; Potency, µM (doses to about 114 µM), for inactives: at the highest dose activity change, negative = inhibition, usual class: inhibitors; 390,000 tested, 0.35% active; further: nearly all actives have a fitted effect of over 65% in size
Target sequence (P39748 whole entry, looked up): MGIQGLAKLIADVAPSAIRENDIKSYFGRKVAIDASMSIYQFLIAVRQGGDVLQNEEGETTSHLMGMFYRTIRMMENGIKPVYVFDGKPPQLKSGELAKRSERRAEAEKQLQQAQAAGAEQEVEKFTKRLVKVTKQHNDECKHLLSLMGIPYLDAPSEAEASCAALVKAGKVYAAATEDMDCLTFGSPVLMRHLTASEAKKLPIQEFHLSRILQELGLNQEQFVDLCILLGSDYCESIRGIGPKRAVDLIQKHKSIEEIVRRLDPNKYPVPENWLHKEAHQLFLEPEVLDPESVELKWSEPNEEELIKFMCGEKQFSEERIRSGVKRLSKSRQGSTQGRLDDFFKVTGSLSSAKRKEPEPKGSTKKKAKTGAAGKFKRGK
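Enzyme 10 nM, 15 min RT preincubation with compound; start with substrate 50 nM final; reads at 0 and 15 min; qHTS titration, four-parameter Hill fit.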
N370S GC: inhibitors or activators of N370S glucocerebrosidase for Gaucher disease. P04062. N370S GC spleen homogenate, 4MU-glucoside fluorescence. Potency, µM (doses to about 59.4 µM), without a hit: at the highest dose activity change, negative = inhibition, usual class: inhibitors. 330,000 tested, 0.092% active;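 further: 0% = full enzyme activity and -100% = no enzyme basal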
Numbers without * were called inactive; u = inconclusive; x = not tested or not shown; & = joins results of further samples; [ ] = another dose, or the depositor's remark. The call rests on the fitted dose curve; in most records, active means well fitted curve in the direction sought with a large enough effect; inconclusive means small, poorly fitted or top-dose-only effect, or another doubt; inactive means no such curve, though single readings can be large; an effect the other way counts as inactive or inconclusive. Unless noted, on the % scale 0 is the no-effect control and ±100 the full control effect; potency means the concentration at half of the fitted maximal effect.

SMILES	TDP1 block	FEN1 inh	N370S GC
CCCc1cc(=O)n2[nH]c(-c3ccc(C)cc3)nc2n1	5%	-2%	x
CCSc1nnc(-c2cc(Br)ccc2N=Cc2c(C)[nH]n(-c3ccccc3)c2=O)c(=O)[nH]1	8%	-17%	0%
O=C(Cn1ncc2c(=O)oc3ccccc3c21)NCCN1CCN(c2ccccc2F)CC1	-3%	-7%	-6%
Cc1ccc(-c2noc(CCC(=O)NC3CC3)n2)cc1	8%	1%	-5%
CCN1CCN(C(=O)COCc2cc(-c3ccc4c(c3)OCO4)on2)CC1	1%	0%	-5%
CCOc1ccc(N2CC(C(=O)Nc3nnc(Cc4ccc(OC)cc4)s3)CC2=O)cc1 (configuration not stated)	4%	0%	-8%
c1ccc2c(c1)nnn2-c1ncnc2sccc12	-4%	-1%	18%
COCCn1c(C)cc(O)c(C(c2ccccc2)N2CCC(C)CC2)c1=O (configuration not stated)	-5%	-5%	x
O=C(Nn1c(COc2ccccc2)nc2ccccc2c1=O)C(Cl)(Cl)Cl	x	-16%	3%
CCOc1cc(C)c(S(=O)(=O)NCc2ccccn2)cc1C	x	9%	-20%
O=c1cc(CNc2cc(C(F)(F)F)cc(C(F)(F)F)c2)nc2sccn12	-3%	-23%	22%
COCCn1nnnc1C(c1ccccc1)N1CCN(Cc2ccc3c(c2)OCO3)CC1 (configuration not stated)	1%	-6%	-4%
CCOc1ccc(NC(=O)Nc2ccc3c(c2)nnn3C)cc1	-2%	-3%	-15%
O=C(NCc1ccccc1)C1CCCN(S(=O)(=O)c2ccc(-n3cnnn3)cc2)C1 (configuration not stated)	-3%[0.0935 µM]	13%	-14%
CCOC(=O)C1C(=O)CC(=O)CC1CC(C)SCC (configuration not stated)	0%	-4%	10%
C#CCOCCOCCOCCNc1nc(N2CCN(C(=O)[C@H]([C@@H](C)CC)n3cc([C@@H](N)CO)nn3)CC2)nc(N2CCN(C(=O)[C@H](CCCCN)n3cc([C@@H](N)CC(C)C)nn3)CC2)n1	5%	17%	-5%
Cc1ccc(NCC(=O)N/N=C/c2ccc(C(=O)O)cc2)cc1	x	-27%	-10%
CN(C(=O)c1ccc(-c2nn(C)c(=O)c3ccccc23)cc1)c1ccccc1	7%	-5%	-1%
Cc1ccc(N2CC(NC(=O)c3ccc(S(=O)(=O)N4CCCC4)cc3)CC2=O)cc1C (configuration not stated)	5%	-7%	x
COc1ccc(C(=O)N/N=C(\CCC(=O)O)c2ccc(C(C)(C)C)cc2)cc1OC	8%	3%	2%
COc1cccc(-c2noc(CCC(=O)NC3CCCC3)n2)c1	3%	-3%	3%
COc1ccc(OC)c(-n2cnnn2)c1	0%	0%	-2%
CC(C)c1ccc(NC(=O)C2CCCN(S(=O)(=O)c3ccc4c(c3)C(C)(C)C(=O)N4C)C2)cc1 (configuration not stated)	x	-19%	-7%
Cc1cccc(N(Cc2cc3ccccc3[nH]c2=O)C(=O)c2cccc(Cl)c2)c1	6%	-1%	x
CCc1ccc(N(C(=O)c2csnn2)C(C(=O)NC2CCCCC2)c2cccnc2)cc1 (configuration not stated)	2%	24%	-8%

A portion from the list above, for reference:
SMILES	TDP1 block	FEN1 inh	N370S GC
CCCc1cc(=O)n2[nH]c(-c3ccc(C)cc3)nc2n1	5%	-2%	x
CCSc1nnc(-c2cc(Br)ccc2N=Cc2c(C)[nH]n(-c3ccccc3)c2=O)c(=O)[nH]1	8%	-17%	0%
O=C(Cn1ncc2c(=O)oc3ccccc3c21)NCCN1CCN(c2ccccc2F)CC1	-3%	-7%	-6%
Cc1ccc(-c2noc(CCC(=O)NC3CC3)n2)cc1	8%	1%	-5%
CCN1CCN(C(=O)COCc2cc(-c3ccc4c(c3)OCO4)on2)CC1	1%	0%	-5%

(list continues)
SMILES	TDP1 block	FEN1 inh	N370S GC
O=C(CCCOc1ccc(Cl)cc1)NCC1CCCO1 (configuration not stated)	4%	-1%	-11%
Cc1ccc(-n2c(=O)c3c4c(sc3n(CC(=O)Nc3ccccc3C)c2=O)CCCCC4)cc1C	1%	16%	x
Cc1nn(C)c(C)c1S(=O)(=O)N(CC(=O)Nc1ccc2c(c1)OCO2)c1ccc(C(C)C)cc1	-5%	-3%	-1%
Cc1cc(C)c(OCC(=O)N(Cc2ccc(N(C)C)cc2)Cc2ccco2)c(C)c1	14%	-15%	x
COC(=O)C1=C(N)Oc2cc(C)[nH]c(=O)c2C1c1cc(OC)c(OC)c(OC)c1 (configuration not stated)	3%	2%	-16%
COc1ccc(N=Nc2cc(C)ccc2O)cc1	x	-12%	-10%
O=C1CCCc2c1[nH]c1ccccc21	1%	-12%	-9%
Cc1ccc(C)c(OCCSc2nc3ccccc3n2CC(=O)N2CCOCC2)c1	9%	-7%	x
Cc1nc2ccc(NC(=S)N3CCC(C)CC3)cc2nc1C	3%	6%	20%
O=C1CC(N(C(=O)c2ccco2)c2cccc(Cl)c2)C(=O)N1c1cccc(Cl)c1 (configuration not stated)	3%	-1%	-11%
O=C(NC1CCCCCC1)C1CCC(CNS(=O)(=O)c2ccc(Br)s2)CC1 (configuration not stated)	0%	1%	0%
CCOc1ccc(N(C)S(=O)(=O)c2ccc3c(c2)C(C)(C)C(=O)N3C)cc1	5%	10%	x
O=C(COC(=O)CNS(=O)(=O)c1ccc(F)c(F)c1F)NC1CCCC1	5%	6%	-8%
O=C(NC(=S)Nc1ccc(Br)cn1)c1cccs1	1%	23%	9%
N/C(=N\O)c1ccncc1	5%	-12%	7%
CCC(=O)O[C@H](CC(=O)O)C[N+](C)(C)C	6%	x	-6%
O=C(CN1CCN(Cc2ccc(F)cc2Cl)C1=O)NCCCN1CCOCC1	0%	23%	-5%
CCS(=O)(=O)N(C)[C@@H]1c2cc(C#N)ccc2OC(C)(C)[C@H]1O	-6%&5%[56.1 µM]	x	8%&2%
Nc1sc(-c2ccccc2)cc1C(=O)N/N=C/c1ccc(Cl)cc1	7%	u	-2%
COc1ccc(F)cc1C(=O)C1CCCN(C(=O)CSc2ccccn2)C1 (configuration not stated)	3%	6%	6%
Cn1c(N)c(C(=O)COC(=O)[C@H](Cc2ccccc2)N2C(=O)c3ccccc3C2=O)c(=O)n(C)c1=O	5%	-7%	11%
CCc1ccccc1NC(=O)Cn1c(=O)n(-c2ccccc2)c(=O)c2oc3ccccc3c21	0%	14%	x
CCn1c(SCC(=O)NC(C)c2ccccc2)nc2ccccc21 (configuration not stated)	-2%	-15%	8%
COC(=O)c1cc(NC(=O)c2cccc(F)c2)cc(C(=O)OC)c1	0%	-5%	-6%
COC(=O)c1sccc1NC(=O)c1ccco1	1%	-12%	0%

4 records drawn at random from those above, as already listed:
SMILES	TDP1 block	FEN1 inh	N370S GC
O=C(COC(=O)CNS(=O)(=O)c1ccc(F)c(F)c1F)NC1CCCC1	5%	6%	-8%
O=C(CN1CCN(Cc2ccc(F)cc2Cl)C1=O)NCCCN1CCOCC1	0%	23%	-5%
CCn1c(SCC(=O)NC(C)c2ccccc2)nc2ccccc21 (configuration not stated)	-2%	-15%	8%
COc1ccc(F)cc1C(=O)C1CCCN(C(=O)CSc2ccccn2)C1 (configuration not stated)	3%	6%	6%

Additional structures:
SMILES	TDP1 block	FEN1 inh	N370S GC
C[C@]12CC[C@@H]3c4ccc(O)cc4CC[C@H]3[C@@H]1CC[C@@H]2OC(=O)CCC(=O)O	5%	-6%	-8%
Cc1ccccc1Nc1c(-c2ccc(Cl)s2)nc2c(C)cccn12	0%	-6%	x
C=C1CCN(Cc2ccccc2)S(=O)(=O)c2ccccc21	-7%	-32%&-15%	-2%&-3%
COc1cccc2c(N/N=C/c3ccco3)cc(C)nc12	3%	-7%	3%
CC(C)CC(COCc1ccc(F)cc1)N1CCN(C(=O)c2cccc(C(F)(F)F)c2)CCC1=O (configuration not stated)	3%	-5%	-10%
O=C(NC(=S)Nc1ccc(Cl)cc1)c1ccccc1	-6%	-3%	17%
CCCCn1cc(C(C)(C)C)c(C#N)c1NC(C)=O	6%	20%	u
O=C(Nc1cccc(F)c1)c1oc2ccccc2c1NC(=O)C12CC3CC(CC(C3)C1)C2	-4%	20%	x
COc1ccc(-c2noc(CN(C)CCC3CCCCO3)n2)cc1 (configuration not stated)	0%	-2%	u
CCOc1ccc(OCCSc2nc(C)cc(=O)[nH]2)cc1	3%	-9%	-2%
CCN(C(=O)c1cn(CC)c(=O)c2cc(OC)c(OC)cc12)c1ccccc1F	3%	-17%	x
CC(C)N(C(=O)COC(=O)c1ccc(Cl)s1)c1ccccc1	1%	-20%	x
O=C(Cn1cnc2c(oc3ccccc32)c1=O)Nc1ccccc1C(F)(F)F	3%	-5%	x
O=C(COc1cccc2c1CCN(Cc1ccccc1)C2=O)N1CCCCC1	-2%	-6%	6%
CCc1ccc(C(=O)COC(=O)C2CCN(c3ccc(C(F)(F)F)cn3)CC2)cc1	8%[0.505 µM]	-9%	6%
CC1CC(C)CN(c2oc(-c3ccccc3Cl)nc2C#N)C1 (configuration not stated)	11%	-8%	-2%
COc1ccc(OCCNC(=O)c2ccccc2OCC(=O)N2CCCCC2)cc1	-5%[56.1 µM]	-4%	11%
Cc1ccc(-c2ccc(OC(=O)c3ccc(=O)[nH]c3)c(C)c2)cc1	x	9%	1%
CCCn1c(=O)c(C(=O)Nc2ccccc2C)c(O)c2ccccc21	x	-6%	6%
O=C(NC1CCCCC1)c1sc(=S)n2c1[nH]c(=O)c1ccccc12	2%	u	-1%
CCCCCCNc1nc(NCc2ccco2)nc(OCC)n1	7%	-12%	-17%
O=C(CSc1nnc(CNC(=O)c2ccc(F)cc2)o1)Nc1ccc2c(c1)OCCO2	2%	0%	2%
Cc1ccc(C(C(=O)Nc2ccc3c(c2)OCO3)N(C)C(=O)Cc2c[nH]c3ccccc23)cc1 (configuration not stated)	11%	-20%	3%
CCOC(=O)c1c(C)c(C(=O)N(C)C2CCCCC2)c(C)n1C	7%	14%	2%
Cc1ccc(CNC(=O)C2CC3Cn4c(nc5cc(Cl)c(Cl)cc54)C3N2C)o1 (configuration not stated)	4%	5%	-10%
SMILES	TDP1 block	FEN1 inh	N370S GC
CCOC(=O)C1CCN(C(c2cc(OC)c(OC)c(OC)c2)c2sc3nc(C)nn3c2O)CC1 (configuration not stated)	0%	49%[activator]	4%
Cc1ccc2c(c1)NCC(C(=O)NC1CCCCC1)O2 (configuration not stated)	-2%	11%	-21%
Cc1ccc(C)c(NC(=S)NNC(=O)c2csc(C)c2C)c1	8%	-6%	-9%
O=C(Oc1ccc(Cl)c2cccnc12)c1cccc([N+](=O)[O-])c1	8%	7%	14%
CCc1c(C(=O)OCc2ccccc2)[nH]c(C)c1C	6%	-22%	14%
CN(C)S(=O)(=O)c1ccc(N2CCCC2)c(C(=O)NC(c2ccccc2)c2ccccc2)c1	7%	11%	-16%
C1CCN(c2c3c(nc4nnnn24)CCCC3)CC1	4%	9%	8%
CCCOc1ccc(C(C)=O)cc1CN1CCOCC1	1%	38%[activator]	1%
COCCCNC(=S)N/N=C/c1cccc(OC)c1O	6%	-5%	1%
C#CCCCO/N=C1/C[C@@H](O)[C@@H](O)[C@@H]2[C@@H]3C(=O)N(C(C)(C)C)C(=O)[C@H]3CC[C@H]12	4%[21 µM]	x	13%[12.8 µM]
Cc1cccc(-c2noc(-c3ccc(NCC4CCCO4)c([N+](=O)[O-])c3)n2)c1 (configuration not stated)	6%	9%	x
O=C(c1ccc2c(c1)OCCO2)C1CCN(C(=O)Nc2ccc(F)cc2)CC1	x	37%	-8%
N#Cc1ccc(OCC(=O)NNC(=S)NC(=O)C2CC2)cc1	2%	0%	x
O=C(Nc1ccc(-c2nc3ccc(NC(=O)c4cccs4)cc3[nH]2)cc1)c1cccs1	-9%	u	-1%
COc1ccc(CCN(C)C(=O)CCc2nnc(-c3ccccc3)o2)cc1OC	8%	-12%	22%
Cc1ccc(S(=O)(=O)N(C)CC(=O)NC2CCCC2)cc1	6%	-2%	2%
Cc1ccc(-c2nn(C)c(=O)c3ccccc23)cc1S(=O)(=O)NCCCN(C)C	-1%	-18%	x
Cc1c(CC(=O)NCCC(=O)O)c(=O)oc2cc3occ(-c4ccccc4)c3cc12	x	-4%	-4%
COc1ccc(N(C(=O)/C=C/C(=O)Nc2cc(C)on2)C(C(=O)NC2CCCC2)c2ccccc2C)cc1 (configuration not stated)	1%	4%	-11%
CCN(CC(=O)Nc1ccc2c(c1)OCCO2)C(=O)C1CCCCC1	-4%	-3%	-18%
CCCOC(=O)c1ccc(NC(=O)c2cccc(S(=O)(=O)N3CCN(C(C)=O)CC3)c2)cc1	x	-17%	-13%
COc1ccccc1-n1c(CNC(=O)c2ccc(S(=O)(=O)N3CCCCC3)cc2)n[nH]c1=S	4%	-2%	0%
